# MT stabilize HCS = stabilizes microtubules in HeLa cells; hit rate 0.83% among 200,000; HeLa tubulin immunostaining HCS, 24 h; share of cells brighter than vehicle mean+2SD; % tubulin-high responders, % at 10 µM;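 active = plate Z-score above 3 for both tubulin-high and condensed-nucleus cell shares, with cell loss under 80%, at 10 µM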;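 note: anti alpha tubulin signal scored within the nucleus-defined area of each cell; some results filed as inactive read as strong as hits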
# Autophagy mod = modulators of autophagy. AID 463193. hit rate 0.98% among 190,000. calls only at 10 µM (by protocol). MEF GFP-LC3 puncta imaging; test concentration mostly 10 µM;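 active = percentage of spot-positive cells more than 3 SD above its plate mean, without a fluorescence outlier flag or 80% toxicity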;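 note: spot-positive cell cutoff set from DMSO-treated cells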
# Dynein cargo inh = blocks dynein driven cargo transport along microtubules; 3617.4 mouse cells, GR-EGFP nuclear translocation imaging; test concentration mostly 20 µM; stimulated with dexamethasone, 1 µM; hits give low values; z-score, hits read low; hit rate 0.47% among 220,000;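 active = plate z-score of nuclear minus cytoplasmic receptor signal below a set negative limit, without overly bright fluorescence or cell loss, cut at about -3.5 in these data, passing the limit was not always enough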;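 note: z-score of nuclear minus cytoplasmic ring GR-EGFP intensity difference per well; some compounds called inactive have numbers as strong as hits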
#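 Also added: dexamethasone, 1.0 µM final. Medium: tet-free, stripped-serum medium. Detection: fixed, Hoechst-stained cells imaged at 10x for EGFP. Read-out: nuclear-to-cytoplasmic GR-EGFP distribution per well. Times: induction 48 h, compound 1 h, agonist 30 min.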
# M17LAP inhibition = P. falciparum M17LAP inhibitors, primary screen, biochemical, fluorogenic H-Leu-NHMec substrate, 1536-well (AID 1619). recombinant M17LAP, H-Leu-NHMec fluorogenic kinetic assay; higher % means a stronger effect. one-dose inhibition, % at 30 µM; IC50 in µM for titrated hits. hit rate 0.38% among 220,000;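 active = compound inhibiting the enzyme by more than half at any dose during confirmatory dose-response retesting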;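 note: plate controls were full reaction with DMSO carrier for no effect and no enzyme background for full effect; strong numbers were not always called active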
# WT yeast gro inh = growth inhibition of WT yeast, mitochondrial fusion screen; hit rate 2.1% among 190,000; inhibition, % at 10 µM; mitochondrial fusion phenotypic screen, WT strain; in the data active = inhibition above about 58%; tested in S. cerevisiae
# T cell HTS = T cell immune modulators affecting CD8 T cell-vesicle binding; AID 2052; calls only at 7 µM; 2C CD8+ T cell-vesicle binding, flow cytometry; hits give low values; hit rate 0.068% among 330,000;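 active = response, share of CD8 T cells binding vesicles, and their 90th percentile fluorescence all below set limits, cut at about 80% in these data, passing the limit was not always enough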
#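 Material: 2C TCR transgenic mouse naive CD8+ T cells, MACS-purified. Also added: QL9-charged Drosophila Ld/ICAM-1/B7-1 vesicles. Timing: binding 1.5 h at 37 °C. Measured by: high-throughput flow cytometry with anti-B7-1 and anti-CD8 staining. Read-out: percent CD8+ FL2 mean versus row control. Controls: Unloaded micro-vesicles (low), QL9 vesicles with 0.7% DMSO (high).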
# bCat nuc transl = beta-catenin nuclear translocation modulation. HeLa beta-catenin nuclear translocation, immunofluorescence imaging. nuclear translocation activity, % at 5 µM. hit rate 0.3% among 190,000;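 active = nuclear translocation activity above 50% at 5 µM, with a well cell count of 50 or more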;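 note: per-cell ratio of nuclear to cytoplasmic median beta-catenin stain intensity; plate controls were DMSO negative control for no effect and GSK-3 inhibitor IX positive control for full effect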
#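 Signal – beta-catenin immunofluorescence imaging with DAPI · Test system – human HeLa cell line · Dosing – 5 µM primary single dose, 0.1% DMSO, 0.02–20 µM confirmation series · Measure – % activation, nuclear-to-cytoplasmic median beta-catenin signal ratio per cell · Incubation – 24 h compound exposure at 37°C, 5% CO2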
# Yfh1-depleted yeast = mitochondrial function rescue without frataxin homolog – Friedreich's ataxia, plus single-dose screen, dose response (AID 1465). S. cerevisiae Yfh1-off respiration, WST-1 reduction, 72 h; higher fold induction means a stronger effect. fold induction at 50 µM, or EC50 in µM where a hit was titrated. hit rate 0.074% among 220,000;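 active = fold induction of absorbance versus untreated yeast above a set limit, then at least 30% activation at any dose in follow-up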;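 note: activators that raise dye reduction in frataxin-depleted yeast; strong numbers were not always called active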
# M1AAP inhibition = malaria alanyl aminopeptidase activity blockers – biochemical, fluorogenic H-Leu-NHMec substrate, 1536-well (AID 1445). recombinant M1AAP, H-Leu-NHMec fluorogenic kinetic assay; higher % means a stronger effect. one-dose inhibition, % at 30 µM; IC50 in µM for titrated hits. hit rate 0.42% among 220,000;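 active = primary inhibition above the hit cutoff, then over 50% inhibition at one or more dose response concentrations, cut at about 23% in these data, passing the limit was not always enough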;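 note: plate controls were DMSO full reaction for no effect and no enzyme background for full effect; strong numbers were not always called active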
# WT yeast gro inh mutant strain = recorded beside WT yeast gro inh, whose call it bears; inhibition, %; mitochondrial fusion phenotypic screen, mutant strain inhibition
# Dynein cargo inh cytoplasmic EGFP = second read-out of Dynein cargo inh, no call of its own (marks repeat the call); z-score; measured here: cytoplasmic GR-EGFP intensity; hits give high values
# Dynein cargo inh nuclear GR-EGFP = also measured in Dynein cargo inh; calls as there; z-score; measured here: nuclear GR-EGFP intensity;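 lower value marks the stronger effect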
# Dynein cargo inh cell count = second read-out of Dynein cargo inh, no call of its own (marks repeat the call); z-score; measured here: cell count per field
# bCat nuc transl cell count 5 µM = further read-out of bCat nuc transl, marked with its call; cell count; measured here: cell count, cytotoxicity flag
# T cell HTS vesicle-bound % = second read-out of T cell HTS, no call of its own (marks repeat the call); double positive events, %; measured here: CD8+ vesicle-bound cell fraction;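 binding gate set so that unloaded-vesicle control wells show 10% double positive cells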
# MT stabilize HCS Hoechst-high % = also measured in MT stabilize HCS; calls as there; % Hoechst-high responders; measured here: nuclear condensation Hoechst responders;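 share of cells brighter than vehicle mean plus two SD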
# MT stabilize HCS cytotoxicity % = further read-out of MT stabilize HCS, marked with its call; toxicity, %; measured here: cytotoxicity by cell density;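 0% = mean cell density of plate MIN control wells and 100% = no cells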
# Autophagy mod cell loss 18 h = recorded beside Autophagy mod, whose call it bears; toxicity, %; measured here: cell loss, nuclei count;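 cell loss after 18 h compound exposure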
# * hit, by the source's call; i = inactive; . = not tested or not shown; + = active, no number.
smiles	MT stabilize HCS	MT stabilize HCS Hoechst-high %	MT stabilize HCS cytotoxicity %	Autophagy mod	Autophagy mod cell loss 18 h	Dynein cargo inh	Dynein cargo inh cytoplasmic EGFP	Dynein cargo inh nuclear GR-EGFP	Dynein cargo inh cell count	M17LAP inhibition	WT yeast gro inh	WT yeast gro inh mutant strain	T cell HTS	T cell HTS vesicle-bound %	bCat nuc transl	bCat nuc transl cell count 5 µM	Yfh1-depleted yeast	M1AAP inhibition
CCOC(=O)c1c(-c2ccc(Cl)cc2)c(C#N)c(=O)n(N)c1N	0.7	2.2	2.6	i	1	1.2	-0.083	-0.095	-0.15	2%	-4	-2	i	58	1.8	1052	i	11%
Cn1c(N)c(C(=O)COC(=O)/C=C/c2ccc(S(=O)(=O)N3CCOCC3)cc2)c(=O)n(C)c1=O	.	.	.	.	.	1.1	-0.057	0.4	-0.11	1%	.	.	i	13	-1.2	1281	i	4%
O=C(CSc1ncnc2nc[nH]c12)Nc1nnc(SCc2ccc(Cl)c(Cl)c2)s1	3.6	1.7	17	i	20	0.075	-0.11	0.74	-0.9	4%	19	-9	i	62	-0.2	1619	i	-2%
Cc1cc(C)c(S(C)(=O)=O)c(Sc2ccc(Cl)cc2)n1	0.7	1.3	8.7	i	-1	-0.12	-0.36	0.13	0.67	11%	18	9	i	42	0.3	1288	i	-3%
Cc1oc(C)c(C(=O)NCCCC(=O)O)c1C(=O)NCCCC(=O)O	5.7	1.4	0.4	i	-7	0.23	-0.29	0.42	-0.036	4%	13	-6	i	41	.	.	i	-3%
CC(=O)Nc1nc(-c2ccc3c(c2)CCN3S(C)(=O)=O)cs1	0.8	1.1	9.9	i	15	-0.25	-0.34	-0.42	0.41	12%	-3	-12	i	2	-0.5	1439	i	3%
O=C(O)C(=O)/C(=C\c1cccc(Cl)c1)c1ccc2ccccc2n1	2.8	2.1	0.9	i	-7	-0.53	-0.3	-0.73	0.66	-12%	22	2	i	10	-2.8	1133	i	7%
NC(=O)c1nn(CC(=O)Nc2ccc3c(c2)OCO3)cc1[N+](=O)[O-]	3.2	2.2	1.0	i	-12	-0.18	-0.16	-0.033	0.2	5%	-3	1	i	1	-3.8	1153	i	-1%
CC(CN(C)Cc1nc(Cc2cccc(C(F)(F)F)c2)no1)CN1CCCC1 (stereo unspecified)	4.7	1.9	4.8	i	14	-0.66	-0.16	-0.17	-0.14	20%	0	-1	i	56	-1.5	1168	i	4%
Cc1ccc(C[n+]2cccc(-c3ccccc3)c2)c(C)c1	3.6	3.2	8.0	i	2	-0.42	-0.21	-0.52	0.61	7%	-8	-17	i	23	3.7	432	i	5%
Nc1c(C(=O)NC23CC4CC(CC(C4)C2)C3)sc2nc3c(c(C(F)(F)F)c12)CCC3	i	.	100	+	-12*	0.06	0.99	0.16	0.66	24%	-18	13	i	12	0.0	1326	i	-5%

# Taken from above for reference:
smiles	MT stabilize HCS	MT stabilize HCS Hoechst-high %	MT stabilize HCS cytotoxicity %	Autophagy mod	Autophagy mod cell loss 18 h	Dynein cargo inh	Dynein cargo inh cytoplasmic EGFP	Dynein cargo inh nuclear GR-EGFP	Dynein cargo inh cell count	M17LAP inhibition	WT yeast gro inh	WT yeast gro inh mutant strain	T cell HTS	T cell HTS vesicle-bound %	bCat nuc transl	bCat nuc transl cell count 5 µM	Yfh1-depleted yeast	M1AAP inhibition
CCOC(=O)c1c(-c2ccc(Cl)cc2)c(C#N)c(=O)n(N)c1N	0.7	2.2	2.6	i	1	1.2	-0.083	-0.095	-0.15	2%	-4	-2	i	58	1.8	1052	i	11%
Cn1c(N)c(C(=O)COC(=O)/C=C/c2ccc(S(=O)(=O)N3CCOCC3)cc2)c(=O)n(C)c1=O	.	.	.	.	.	1.1	-0.057	0.4	-0.11	1%	.	.	i	13	-1.2	1281	i	4%
O=C(CSc1ncnc2nc[nH]c12)Nc1nnc(SCc2ccc(Cl)c(Cl)c2)s1	3.6	1.7	17	i	20	0.075	-0.11	0.74	-0.9	4%	19	-9	i	62	-0.2	1619	i	-2%

# Reprinted at random: 3 compounds from above
smiles	MT stabilize HCS	MT stabilize HCS Hoechst-high %	MT stabilize HCS cytotoxicity %	Autophagy mod	Autophagy mod cell loss 18 h	Dynein cargo inh	Dynein cargo inh cytoplasmic EGFP	Dynein cargo inh nuclear GR-EGFP	Dynein cargo inh cell count	M17LAP inhibition	WT yeast gro inh	WT yeast gro inh mutant strain	T cell HTS	T cell HTS vesicle-bound %	bCat nuc transl	bCat nuc transl cell count 5 µM	Yfh1-depleted yeast	M1AAP inhibition
Cc1cc(C)c(S(C)(=O)=O)c(Sc2ccc(Cl)cc2)n1	0.7	1.3	8.7	i	-1	-0.12	-0.36	0.13	0.67	11%	18	9	i	42	0.3	1288	i	-3%
O=C(O)C(=O)/C(=C\c1cccc(Cl)c1)c1ccc2ccccc2n1	2.8	2.1	0.9	i	-7	-0.53	-0.3	-0.73	0.66	-12%	22	2	i	10	-2.8	1133	i	7%
CCOC(=O)c1c(-c2ccc(Cl)cc2)c(C#N)c(=O)n(N)c1N	0.7	2.2	2.6	i	1	1.2	-0.083	-0.095	-0.15	2%	-4	-2	i	58	1.8	1052	i	11%

# Screening results: PubChem BioAssay, several laboratories
